# SUMO1-SIM PPI – alters human SUMO1 binding to SIM partners; P63165; SUMO1 binding to a labelled peptide, TR-FRET, 1 h; inhibition, % at 20 µM; 0.33% of 360,000 active; AID 602429; in the data active means inhibition above about 37%
# Target sequence (P63165 whole entry, looked up): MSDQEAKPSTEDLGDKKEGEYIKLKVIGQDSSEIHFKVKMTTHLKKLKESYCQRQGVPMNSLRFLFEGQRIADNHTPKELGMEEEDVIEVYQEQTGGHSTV
# LMPTP inh – blocks human LMPTP phosphatase; recombinant LMPTP-A, OMFP fluorogenic substrate, fluorescence intensity; inhibition, % at 20 µM; 0.22% of 360,000 active; AID 651560;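 active means compounds that cut the enzyme signal by at least half of the control window in the single-dose screen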;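 further: plate controls were DMSO wells with enzyme plus substrate for no effect and substrate without enzyme for full effect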
# Target sequence (P24666 whole entry, looked up): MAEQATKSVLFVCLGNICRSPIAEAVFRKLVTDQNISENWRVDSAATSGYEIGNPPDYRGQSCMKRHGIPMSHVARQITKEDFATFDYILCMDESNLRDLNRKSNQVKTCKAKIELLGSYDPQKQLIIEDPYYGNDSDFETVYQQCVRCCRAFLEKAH
#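 Test system: LMPTP-A phosphatase enzyme; input: 0.625 nM LMPTP-A final; reagent: OMFP substrate, 400 µM final; compound dosing: 20 µM single dose, 3% DMSO; incubation: 50 min dark incubation at room temperature; measured by: endpoint fluorescence intensity from OMFP dephosphorylation; measure: % inhibition relative to no-enzyme and uninhibited control wells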
# CSN deneddyl inh – inhibitors of human CSN-mediated cullin deneddylation; Q92905; Purified CSN, SCF-Nedd8-OG deneddylation, fluorescence polarization; inhibition, % at 12.5 µM; 0.38% of 360,000 active; AID 651999;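 active means pattern-corrected inhibition above about 35%, with an unprinted fluorescence ratio check between 0.5 and 1.5, limit read from the data, passing the limit was not always enough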;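 further: 0% = enzyme with substrate and 100% = substrate without enzyme; some results filed as inactive read as strong as hits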
#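 test system = HEK293T-derived human Csn5 enzyme | amount = 0.24 nM Csn5 enzyme, final concentration | medium = Tris/NaCl/DTT buffer, pH 7.5 | schedule = 90 min reaction at room temperature | signal = FP | evaluation = inhibition of Csn5 cleavage, % | compound dosing = single dose of 12.5 µM compound with 0.25% DMSO | probe or stimulus = 10 nM SCFSkp2-Nedd8OG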
# Neddyl block – cullin neddylation inhibition; P61081+Q13564; TR-FRET cullin neddylation, biochemical; calls only at 25 µM; 0.58% of 360,000 active; in the data active means inhibition above about 36%
# DNMT1 inh – inhibitors of human DNMT1; P26358; DNMT1 molecular beacon, Hinp1I cleavage, fluorescence; inhibition (reported as % activation of signal), % at 10 µM; 0.83% of 360,000 active; in the data active means inhibition above about 50%
# STEP block – STEP (human) phosphatase inhibition | recombinant STEP, OMFP fluorogenic substrate, fluorescence | 0.25% of 360,000 active | P54829 | AID 588621 | inhibition, % at 20 µM;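 active means inhibition at 20 µM, scaled per plate between control wells, above about 37%, limit read from the data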;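 further: 0% = DMSO with enzyme and substrate and 100% = substrate only without enzyme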
#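 Measure: Control-normalized % inhibition with plate pattern correction | Test system: STEP phosphatase, cell-free reaction | Medium: pH 6.0 Bis-Tris with DTT and Tween 20 | Technique: Fluorescence, 480/540 nm | Times: Reaction 20 min, ambient temperature | Doses: Single compound dose of 20 µM, 1% DMSO final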
# Rin1 Abl inh – blocks binding of human Rin1 to Abl; 0.4% of 360,000 active; P00519+Q13671; TR-FRET Rin1/Abl binding, biochemical; inhibition, % at 7.35 µM; in the data active means inhibition above about 5%, passing the limit was not always enough
# NadD inh – NadD (S. aureus) enzyme inhibition; purified NadD enzyme, colorimetric absorbance read-out; 0.78% of 360,000 active; inhibition, % at 20 µM; AID 602399; in the data active means inhibition above about 26%; further: some compounds past the cut are filed as inactive
# Rpn11 block – inhibitors of human proteasome Rpn11; O00487; human 26S proteasome, Ub4-pepOG fluorescence polarization; 20S core pre-blocked with epoxomicin; calls only at 20 µM; 0.59% of 360,000 active; AID 588493;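 active means inhibition at 20 µM, scaled to each plate's controls, above about 33%, limit read from the data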
# Target sequence (O00487 whole entry, looked up): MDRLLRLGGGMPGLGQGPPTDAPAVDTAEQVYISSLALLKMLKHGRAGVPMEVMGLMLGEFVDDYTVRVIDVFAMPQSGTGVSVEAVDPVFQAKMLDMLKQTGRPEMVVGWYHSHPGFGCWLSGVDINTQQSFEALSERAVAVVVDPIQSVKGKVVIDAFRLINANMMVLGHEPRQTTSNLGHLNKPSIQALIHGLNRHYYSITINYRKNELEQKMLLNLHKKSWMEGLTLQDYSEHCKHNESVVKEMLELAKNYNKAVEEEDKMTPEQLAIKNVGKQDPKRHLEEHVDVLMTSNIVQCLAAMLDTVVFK
# Scp-1 inhibitor – Scp-1 (human) phosphatase inhibition. AID 493091. Q9GZU7. inhibition, % at 20 µM. 0.88% of 340,000 active. Recombinant Scp1, phosphopeptide, malachite green phosphate absorbance;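 active means inhibition above about 50% at 20 µM, limit read from the data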;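 further: plate controls were DMSO wells with enzyme for no effect and wells lacking enzyme for full effect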
# Target sequence (Q9GZU7 76-261 limits assumed): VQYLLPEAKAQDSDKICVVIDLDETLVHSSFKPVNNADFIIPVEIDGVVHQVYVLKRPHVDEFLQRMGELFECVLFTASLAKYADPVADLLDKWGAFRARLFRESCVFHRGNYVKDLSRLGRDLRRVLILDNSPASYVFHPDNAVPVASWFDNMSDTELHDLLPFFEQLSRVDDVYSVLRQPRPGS
#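 Assay system: SCP-1 catalytic fragment, aa 76-261 | Buffer or medium: Tris acetate buffer pH 5.5 with MgCl2 and Tween-20 | Compound: One concentration, 20 µM, with 1.0% DMSO | Also added: Phospho 17-mer peptide substrate | Signal: Absorbance at 630 nm | Incubation: 45 min enzyme reaction at room temperature | Measure: % inhibition of SCP-1 phosphate liberation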
# An asterisk follows results filed as active; i = inactive; . = no result given; + = active, no number. Not a hit list, and some 3.8% of all compounds hit somewhere here.
molecule	SUMO1-SIM PPI	LMPTP inh	CSN deneddyl inh	Neddyl block	DNMT1 inh	STEP block	Rin1 Abl inh	NadD inh	Rpn11 block	Scp-1 inhibitor
CCCCC[C@@H]1C=C(C(=O)O)[C@H](c2ccc(F)cc2)N1S(=O)(=O)c1ccc(C)cc1	9	2.0	0	i	0	0	4	7	i	-17
CC(=O)c1nn(-c2ccc(Br)cc2)cc1C(=O)c1ccccc1	0	-1.9	8	i	9	-1	4	-3	i	-7
Cc1ccc(NCN2C(=O)C3C4C=CC(C4)C3C2=O)cc1 (centres undefined)	5	-0.2	1	i	1	0	-1	-2	i	-7
CC(C(=O)Nc1ccccc1)N1CCN(c2ccccn2)CC1 (centres undefined)	0	-1.6	-1	i	-3	-1	3	-7	i	-7
CCCOc1ccc(CN(C)c2ncnc(N)n2)cc1	3	-1.1	-3	i	2	0	-2	-3	i	7
CCC(CC)C(=O)OCC(=O)Nc1ccc(S(=O)(=O)N2CCOCC2)cc1OC	-2	0.3	-1	i	0	-3	-2	-1	i	-7
CC1=NNC(=O)C1CC(=O)N/N=C/c1ccncc1 (centres undefined)	0	-1.4	-8	i	-1	-2	-2	-1	i	-7
CCOc1ccc(CCNC(=O)CCc2nc3ccccc3[nH]2)cc1OCC	-10	0.0	-2	i	0	-1	-1	-3	i	-5
O=C(CCc1ccccc1)C(=O)N1CCCC(C(=O)c2cccc(Cl)c2)C1 (centres undefined)	-1	2.0	-1	i	6	-3	1	0	i	-5
CCc1ccccc1NC(=O)CCNS(=O)(=O)c1ccc2c(c1)CCC(=O)N2	2	-1.8	1	i	-2	1	4	-3	i	-9
Cc1c(NC(=O)COC(=O)Cc2ccc(F)cc2)c(=O)n(-c2ccccc2)n1C	7	-0.2	-6	i	2	1	-1	-1	i	-3
NC(=O)NC(=O)COC(=O)CN1C(=O)C2CCCCC2C1=O (centres undefined)	-2	-2.6	-1	i	0	-2	-3	1	i	-2
O=S(=O)(NC1C2CC3CC(C2)CC1C3)c1ccccc1 (centres undefined)	-2	-0.3	1	i	-1	-5	1	-2	i	-8
Cc1nn2c(=O)cc(COC(=O)c3ccc(NC(=O)C(C)(C)C)cc3)nc2s1	2	-0.4	-4	i	0	-1	0	-2	i	5
O=C(CCSc1ccc(F)cc1)Nc1ccc(-n2cnnn2)cc1	0	0.1	1	i	-4	-4	-2	-5	i	-5
O=C(CN1CCCC1)Nc1ccc(S(=O)(=O)N2CCCCC2)cc1	-1	12	-1	i	0	4	1	-3	i	-4
CNC(=S)/N=C/NOCc1ccc(Cl)cc1Cl	-2	1.2	-9	i	-2	0	2	-7	i	1
CN1CC(=O)Nc2ccc(F)cc2C1=O	3	-1.6	2	i	2	-2	7	0	i	0
O=C(CC1SCCNC1=O)Nc1ccc(F)c(Cl)c1 (centres undefined)	-1	0.0	0	i	-2	-1	21*	-9	i	-9
CC(O)CNc1nc(NCc2ccccc2)c2cnn(C)c2n1 (centres undefined)	2	0.3	-2	i	1	0	1	-3	i	6
CCc1cccc2c(C(=O)CN3C(=O)NC4(CCc5ccccc54)C3=O)c[nH]c12 (centres undefined)	3	1.2	1	i	-7	2	5	5	i	-3
CCOC(=O)/C(=C/c1c[nH]c2ccccc12)NC(C)=O	-6	-0.2	2	i	2	0	-1	-5	i	-9
COc1ccc(CN2C(=O)CCC2(C)C(=O)NC2CCCCC2)c(OC)c1 (centres undefined)	0	0.7	-2	i	3	-3	0	1	i	-11
CCOC(=O)c1sc2nccc(N(C)C)c2c1N=CN(C)C	-11	-0.9	2	i	-2	-4	1	1	i	-5
O=C(CCCn1c(=O)c2sccc2n(Cc2cc(=O)n3ccccc3n2)c1=O)NCc1ccco1	0	-0.6	-3	i	6	0	0	3	i	-6
C#CCn1c(=NC(=O)c2ccc(Br)s2)sc2cccc(OC)c21	-20	6.1	9	i	52*	2	-16	8	i	-17
Cc1nn(-c2ccc(C(F)(F)F)cn2)c(C)c1Oc1ccccc1O	-2	2.2	3	i	-4	1	1	-7	i	-3
c1ccc(-c2cc(-c3ccc(N4CCOCC4)cc3)nc3ccccc23)cc1	-2	2.8	2	.	-4	5	0	-4	i	-6
COc1cc(/C=C/CN2CCN(CCC(C)C)C(CCO)C2)ccc1O (centres undefined)	-4	-0.4	9	i	-1	1	1	1	i	-3
Fc1ccc(NC(=S)NCc2ccccc2Cl)cc1	-4	-0.4	-12	i	0	-4	-4	-4	i	-11
COc1cccc(OC)c1C(=O)Nc1nc2ccc([N+](=O)[O-])cc2s1	-19	0.3	0	i	-11	-3	-2	-4	i	-9
COc1ccc(CCNC(=O)c2cc([N+](=O)[O-])ccc2N2CCOCC2)cc1	-26	-0.8	2	i	4	1	-3	-1	i	-8
Cc1ccccc1C(OCC(O)CN1CCC(C(N)=O)CC1)c1ccccc1 (centres undefined)	4	-2.7	9	i	1	-2	2	-11	i	-2
CC(C)[C@H](NS(=O)(=O)/C=C/c1ccccc1)C(=O)OCC(=O)NC(N)=O	-2	-0.9	-2	i	0	3	-4	-10	i	-5
Cc1ccc(S(=O)(=O)N(C)C)cc1NC(=O)CSc1ncn[nH]1	-5	-2.1	-1	i	1	2	2	-4	i	-13
CC(CO)Nc1nc(SCc2ccccc2)nc2sc3c(c12)CCC3 (centres undefined)	2	3.1	33	i	-10	1	1	9	i	0
Cc1cccc(Cl)c1NC(=O)N1CCCN(c2nc3ccc(Cl)cc3s2)CC1	1	-0.3	-1	i	2	0	3	2	i	-3
CCN(CC)CCNC(=O)Cc1nn(CC)c(=O)c2ccccc12	-2	-1.6	2	i	2	-9	-4	2	i	-9
CCOC(=O)c1ccc2c(c1)n(CCO)c(C)[n+]2CC	-4	-0.9	-2	i	1	-4	-4	10	i	45
Cc1ccc(-n2cccc2/C=C2/C(=N)N3C(=NC2=O)SN=C3S(C)(=O)=O)cc1	-6	9.5	25	i	76*	4	0	16	+	31

# (list continues)
# Fields: SUMO1-SIM PPI, LMPTP inh, CSN deneddyl inh, Neddyl block, DNMT1 inh, STEP block, Rin1 Abl inh, NadD inh, Rpn11 block, Scp-1 inhibitor
> CC(=O)Nc1ccc(OCC=C(Cl)Cl)cc1
→ -1, -0.3, 2, i, 3, 4, -2, 1, i, -10
> Cc1cccc(C)c1N(CC(=O)Nc1cc(Cl)ccc1Oc1ccccc1)S(C)(=O)=O
→ -4, 0.6, 0, i, 6, -1, 0, -8, i, -8
> CCC(C)NC(=O)CN1c2cccc3cccc(c23)S1(=O)=O (centres undefined)
→ -10, -1.5, 0, +, -3, 0, 2, -6, i, -4
> N#CCCN(C(=O)COC(=O)COc1ccc(Cl)cc1)c1ccccc1
→ -1, -1.8, -5, i, -1, 0, 0, -3, i, -11
> CCCCOc1ccc(OCCNS(=O)(=O)N(C)C)cc1
→ 4, 0.4, 0, i, 0, 1, 1, -4, i, -6
> CCOC(=O)c1sc(=S)n(C)c1NC(=O)c1ccc(F)cc1
→ -1, 4.9, 9, i, 4, 2, -2, 5, i, -12
> CC(=O)Nc1ccccc1-c1nc2ccccc2nc1OCC(=O)c1ccc(Br)cc1
→ -1, 1.2, -7, i, -2, 1, 1, 3, i, 2
> CC1CC(C)(C)NC(=S)S1 (centres undefined)
→ 3, 0.5, 4, i, 0, 2, 1, -1, i, -4
> CC(=O)c1ccc(OCCCC(=O)OCC(=O)N2CCN(S(=O)(=O)c3ccc(C)cc3C)CC2)cc1
→ 0, 0.7, -6, i, -2, 0, 2, -2, i, -15

# Assay outcomes (PubChem)
